LGR2 inh: blocks bursicon-induced cAMP signaling via Drosophila LGR2 | HEK293 LGR2, CRE-luciferase, bursicon-stimulated, 4 h | inhibition, % at 9.99 µM | actives 0.35% (n = 380,000) | AID 720647;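 active = drop in luminescence signal, shown as inhibition above about 50% in the replicate tests, limit read from the data, passing the limit was not always enough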;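 note: agonist challenge used bursicon conditioned medium at about half maximal strength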
PAX8 inh HTS: inhibitors of PAX8 transcriptional activity in RMG-I cells; RMG-I TPO-luciferase reporter, SteadyGlo, 24 h; inhibition, % at 12.6 µM; AID 652154; actives 1.2% (n = 360,000);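 active = mean replicate inhibition at least 60% with every replicate also reaching 60%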;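 note: luciferase light reporting Pax8 driven TPO promoter activity; plate controls were median of neutral control wells for no effect and mitoxantrone controls for full effect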
FN deposition inh: fibronectin deposition inhibition; actives 0.086% (n = 350,000); AH1F fibroblasts, Alexa488-fibronectin deposition fluorescence, overnight; AID 743247; inhibition, % at 12.6 µM;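 active = mean inhibition across replicates of 30% or more, regardless of how many single replicates reach that level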;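 note: positive control wells lacked labelled fibronectin entirely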
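Measured by – fluorescence 485/525 nm · System – AH1F fibroblast monolayer, labelled fibronectin deposition · Amount – 10000 cells per well · Buffer or medium – serum-reduced DMEM (2% serum) · Doses – single dose, pinned · Also added – fluorescent fibronectin at 24 nM final · Schedule – 1 h cell attachment, overnight exposure to compound and label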
Cneo AK release: causes C. neoformans cell lysis | adenylate kinase release luminescence, 4 h; normalised: neutral wells 0, clomiphene wells 100 | lysis activity, % at 15 µM | actives 0.2% (n = 360,000) | AID 651654;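 active = mean lysis activity across replicates of at least 80%, whatever share of replicates individually reach that level; inactive = mean lysis activity below 80%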
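Material – Cryptococcus neoformans yeast cells · Quantity – 5 × 10^6 yeast cells/mL · Buffer or medium – YPD medium · Compound – single dose · Timing – 4 h static compound exposure, 37 °C, read 1 h post-reagent · Signal – adenylate kinase release luminescence · Read-out basis – lysis from increased AK signal · Benchmarks – Clomiphene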
CASP6 VEID inh: caspase-6 (human) enzyme inhibition; P55212; purified caspase-6, Z-VEID-R110 cleavage fluorescence; actives 0.53% (n = 350,000); AID 686996; inhibition, % at 12.5 µM;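 active = mean inhibition across replicates at least about 35%, with every replicate also reaching that limit, limit read from the data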;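 note: 0% = median of neutral control wells and 100% = no fluorescence left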
Target sequence (P55212 24-179 limits assumed): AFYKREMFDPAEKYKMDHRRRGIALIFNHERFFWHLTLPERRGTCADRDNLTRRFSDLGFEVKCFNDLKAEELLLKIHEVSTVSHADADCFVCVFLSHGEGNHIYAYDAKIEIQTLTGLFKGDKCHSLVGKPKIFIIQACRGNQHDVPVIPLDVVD
Target sequence (P55212 194-293 limits assumed): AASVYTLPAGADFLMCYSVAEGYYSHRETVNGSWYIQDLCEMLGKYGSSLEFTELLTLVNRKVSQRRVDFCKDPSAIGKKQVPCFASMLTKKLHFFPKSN
miR122 inh: blocks miR-122 activity in Huh7 sensor cells. Huh7 miR-122 Renilla luciferase sensor, 48 h; neutral wells = 0, positive control = 100. activation (reporter increase), % at 12.5 µM. actives 0.3% (n = 340,000). AID 602342;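 active = mean replicate activation score at least 90 and every replicate individually at or above 90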;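 note: higher luciferase means less miR-122 activity so hits act as miR-122 inhibitors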
EWS-Fli block: blocks EWS/Fli oncoprotein-driven transcription; A673 NR0B1-luciferase reporter, viability-normalised; inhibition, % at 12.6 µM; actives 0.67% (n = 350,000);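 active = mean inhibition of at least 50% after viability correction, with every replicate also passing that limit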;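 note: firefly luciferase signal divided by Alamar Blue viability fluorescence both relative to DMSO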
PGC1a acetyl inh: modulators of PGC1a acetylation | U2OS PGC1a acetylation, AlphaScreen anti-acetyl-lysine; with virally co-expressed GCN5 acetyltransferase | inhibition, % at 15.6 µM | actives 0.17% (n = 350,000) | AID 651687;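 active = every replicate shows inhibition of at least 40%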;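 note: 0% = neutral control wells and 100% = positive control wells; some results beyond the cut were filed as inactive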
Active calls of the source: *; · = no result given; & = joins results of further samples; [ ] = another dose, or the depositor's remark.

mol	LGR2 inh	PAX8 inh HTS	FN deposition inh	Cneo AK release	CASP6 VEID inh	miR122 inh	EWS-Fli block	PGC1a acetyl inh
CO[C@H]1CN(C)C(=O)c2ccc(NC(=O)C3CC3)cc2OC[C@@H](C)N(Cc2ccc(F)cc2)C[C@@H]1C	18	-18	-15	95*	3	-2[16.7 µM]	6	·
CCn1c2ccccc2c2cc(N=C3SC(CC(=O)Nc4ccccc4OC)C(=O)N3C)ccc21 (configuration not stated)	·	45	0	·	·	4	·	-1
CCCNC(=O)N1CC2(C1)[C@H](c1ccccc1)[C@H](CO)N2Cc1cccc(Cl)c1	-1	15	·	·	-1	·	-19	-10
CCOCCCNC(=S)N(Cc1ccccc1)Cc1nc2ccccc2c(=O)[nH]1	-6	13	-1	-1	1	11	-4	6
CCOc1cc(C(=O)N/N=C/C2CC=CCC2)cc(OCC)c1OCC (configuration not stated)	·	-1	-3	·	-4	·	-10	·
C[C@@H]1CN([C@H](C)CO)S(=O)(=O)c2ccc(C3=CCCC3)cc2O[C@H]1CN(C)Cc1cccnc1	-4	14	-2	-1	-2	20[16.7 µM]	12	-13
Cc1nnc(SC(C)C(=O)Nc2sc3c(c2C#N)CCCC3)[nH]c1=O (configuration not stated)	7	9	-1	-5	1	-4	13	0
COc1cccc(NC(=O)CN(C)C(=O)c2cc3c(s2)CCC(C)C3)c1 (configuration not stated)	2	-4	6	-8	-89	·	1	·

3 entries out of the list, sorted by SMILES length, smallest number first:
mol	LGR2 inh	PAX8 inh HTS	FN deposition inh	Cneo AK release	CASP6 VEID inh	miR122 inh	EWS-Fli block	PGC1a acetyl inh
COc1cccc(NC(=O)CN(C)C(=O)c2cc3c(s2)CCC(C)C3)c1 (configuration not stated)	2	-4	6	-8	-89	·	1	·
CCn1c2ccccc2c2cc(N=C3SC(CC(=O)Nc4ccccc4OC)C(=O)N3C)ccc21 (configuration not stated)	·	45	0	·	·	4	·	-1
CO[C@H]1CN(C)C(=O)c2ccc(NC(=O)C3CC3)cc2OC[C@@H](C)N(Cc2ccc(F)cc2)C[C@@H]1C	18	-18	-15	95*	3	-2[16.7 µM]	6	·

Later entries
mol	LGR2 inh	PAX8 inh HTS	FN deposition inh	Cneo AK release	CASP6 VEID inh	miR122 inh	EWS-Fli block	PGC1a acetyl inh
Cc1ccc(C)c(NC(=O)C(Sc2nc3ccccc3c(=O)n2CC(C)C)c2ccccc2)c1 (configuration not stated)	17	9	3	·	·	·	14	·
Cc1noc(C)c1NC(=O)Nc1ccc2c(c1)CC(=O)N([C@H](C)CO)C[C@H](C)[C@@H](CN(C)C(=O)Nc1ccccc1)O2	-3	0	·	-2	2	4[16.7 µM]	-7	2
Cc1ccccc1C(=O)Nc1nnc(SCC(=O)NCc2ccco2)s1	28	-107	·	-14	-3	·	·	·
COc1ccc(NC(=O)C(=O)NCCN2CCN(C(=O)c3ccco3)CC2)cc1	-7	-18	-3	·	4	·	-9	·
CCCN(C)C[C@H]1Oc2cc(-c3ccccc3C)ccc2S(=O)(=O)N([C@H](C)CO)C[C@H]1C	-8	3	-4	11	-1	·	-5	-3
O=C(N/N=C/c1ccc(Cl)c(Cl)c1)c1ccc2nc[nH]c2c1	-43	-18	-1	0	1	4	34	11
COc1ccc(NC(=O)Nc2ccc3c(c2)C(=O)N([C@H](C)CO)C[C@@H](C)[C@H](CN(C)CC2CC2)OCCCC[C@H](C)O3)cc1	7	0	-11	·	·	·	·	10
CCC(=O)N1CC[C@H]2[C@@H]1c1cc(-c3ccc(OC)cc3)ccc1N(C)[C@H]2CO	-5	-12	-3	-1	-4	2[16.7 µM]	8	-8
Oc1c(C(c2ccco2)N2CCOCC2)sc2ncnn12 (configuration not stated)	15	-11	1	0	3	·	-5	·
COc1ccc(N2C(=O)CC(C#N)=C2N)cc1	-35	13	-5	·	1	·	4	3
COc1ccccc1Cc1c(C2CCCCC2)nc2ccc(Br)cn12	-5	7	8	6	1	14	0	-6
CC(C)NC(=O)N(C)C[C@@H]1Oc2ccc(NC(=O)C3CCCCC3)cc2CC(=O)N([C@@H](C)CO)C[C@@H]1C	-15	-22	·	-12	3	-11[16.7 µM]	-8	·
CC1CCCCN1CCCNc1ccc(C(CC(N)=O)NC(=O)Cc2cccc3ccccc23)cc1[N+](=O)[O-] (configuration not stated)	7	5	8	-1	-2	-2	-4	0
Cc1cc(-c2nnc3n2N=C(c2ccccc2Br)CS3)n[nH]1	5	7	16	·	2	·	5	·
O=C(C[C@@H]1C=C[C@H](NC(=O)C2CC2)[C@@H](CO)O1)NCC1CC1	6	-8	·	-1	-2	·	-5	-3
CN(C)c1ccc(NC(=O)Nc2cccc3ccccc23)cc1	-36	-102	-7	-1	-6	-3	-37	-3
O=C(c1ccc2c(=O)n3c(nc2c1)CCCCC3)N1CCCCC1	4	-12	4	1	-2	-9	·	-9
O=C(Nc1ccc(-c2ccccc2)cc1)[C@H]1[C@H](CO)[C@H]2Cn3c(cccc3=O)[C@H]2N1CC1CCCCC1	22	·	·	2	·	-4[16.7 µM]	8	·
S=C1NCN(Cc2cccnc2)CN1	·	-17	2	-3	2	-7	5	2
Cc1cccc(-c2c3c(=O)n(C)c(=O)n(C)c3cn2-c2ccc(O)cc2)c1	-6	·	3	2	·	-3	·	-24
Cc1ccc(OCc2cccc(S(=O)(=O)N(C)C)c2)c([N+](=O)[O-])n1	0	-1	3	-8	·	·	5	·
O=C(NCc1cccnc1)C(=O)NCC1OCCCN1S(=O)(=O)c1cc(F)ccc1F (configuration not stated)	-4	-12	8	-1	1	-10	-4	·
COc1ccc(NC(=O)CN(C)C(=O)c2ccc(NS(=O)(=O)c3cccc([N+](=O)[O-])c3)cc2)cc1	4	-18	-3	·	1	·	1	·
CN(C)C(CNC(=O)c1ccc(C2SCCS2)cc1)c1ccccc1 (configuration not stated)	-61	-61	-8	-1	-5	-5	-71	·
CO/N=C/C(C#N)c1ncc(C(F)(F)F)cc1Cl (configuration not stated)	31	·	·	-1	2	1	5	-16
COc1cc(C(=O)NCC(=O)N2CC=C(c3ccccc3)CC2)cc(OC)c1OC	-10	-2	-4	0	1	15	4	·
Cc1ccc(-c2ccc([C@H]3[C@@H](CO)N4C(=O)CN(C(=O)Nc5ccc(F)cc5)C[C@H]34)cc2)cc1	17	·	·	·	0	·	6	7
COc1ccccc1N1CCN(C(=O)c2ccc(CN3CCc4ccccc4C3)cc2)CC1	·	30	2	2	·	-4	·	·
COc1ccc(S(=O)(=O)N(C)C[C@H]2Oc3ccc(N(C)C)cc3CC(=O)N([C@H](C)CO)C[C@H]2C)cc1	13	3	10	-9	-8	0[16.7 µM]	3	-6
O=C(NCCc1ccccc1)c1ccc2[nH]c(=O)c(=O)[nH]c2c1	0	-5	-3	-1	1	-5	-2	5
COC(=O)CCCCCCCC(=O)Nc1nnc(C(F)(F)F)s1	4	-6	-1	·	1	·	1	1
CO[C@@H]1CN(C)C(=O)c2ccc(NC(=O)C3CCCCC3)cc2OC[C@H](C)N(C)C[C@@H]1C	1	·	4	-1	-6	1[16.7 µM]	-6	11
COc1cccc(NC(=O)C2(C)CCN2Cc2ccc(OC(C)C)cc2)c1 (configuration not stated)	-14	7	·	-2	2	11	3	·
COc1ccc(OCc2ccc(/C=N\NC(=O)c3sccc3C)o2)cc1	-50	-94	3	2	2	-2	-85	-3
C/C=C/c1ccc2c(c1)O[C@H](CN(C)C(C)=O)[C@H](C)CN([C@@H](C)CO)S2(=O)=O	6	·	5	41	1	-11[16.7 µM]	-5	11
CCC(=O)N1C[C@H]2[C@@H](c3ccccc31)[C@H](CO)N2C(=O)Nc1ccccc1	-16	-3	·	-3	-2	25[16.7 µM]	-5	-4
O=S(=O)(Nc1nc2ccccc2nc1Nc1ccc2c(c1)OCCO2)c1cccs1	-27&-5	·	·	-1	3&5	·	-7	3
Cc1nnc(N(Cc2ccco2)C(=O)c2cccc(C#N)c2)s1	·	0	2	0	·	-4	·	12
CC1=C(C(=O)NCc2ccco2)C2(CCC(C)CC2)OC1=O (configuration not stated)	1	-1	-5	15	2	·	9	·
CC(=O)Oc1ccc2c(c1)cc(C)n2C	·	23	-3	0	·	5	·	4
CS(=O)(=O)N1CCC(C(=O)Nc2cccc(F)c2)CC1	-5	3	0	1	-4	-4	1	-9
COc1cc(S(=O)(=O)Nc2cccc3cn[nH]c23)c(OC)cc1Cl	10	14	1	-2	-1	20	·	3
C#CCSc1nnc(C)c(C)n1	·	-11	7	0	5	-1	-7	19
CC(=O)Nc1ccc2nc(-c3ccco3)[nH]c2c1	9	-27	-13	·	-1	·	-31	10
O=C(CCN1CCCCC1)N[C@@H]1CC[C@H](CCn2cc(-c3cccc(F)c3)nn2)O[C@H]1CO	-13	-1	1	4	-2	·	-7	-2
CCOC(=O)c1cc2cc(OC)ccc2n1C1CCN(CCc2ccccc2)CC1	0	-8	·	·	4	·	8	·
O=C1c2cc(S(=O)(=O)NCCO)ccc2-c2ccc(S(=O)(=O)NCCO)cc21	11	5	3	·	1	-4	-12	3
COc1cccc(NC(=O)CCc2c(C)nc3nc(CNC(=O)c4cccc(F)c4)nn3c2C)c1	2	-2	3	-1	-1	3	·	-11
O=C(c1sc2ccccc2c1Cl)N(Cc1cccs1)C1CCS(=O)(=O)C1 (configuration not stated)	4	10	7	2	1	-3	-4	·
CCS(=O)(=O)N1CCCCN2[C@H](CO)[C@@H](c3ccc(-c4ccc(C(=O)N(C)C)cc4)cc3)[C@@H]2C1	-3	8	-9	2	·	-2[16.7 µM]	-12	-2
COc1ccccc1C(=O)n1nc(C)cc1C	5	·	·	-1	·	-4	·	-12
CN(C)C1=NC(=O)/C(=C\c2ccccc2)S1	-12	-13	8	·	1	·	-15	·
C[C@H](CO)N1C[C@H](C)[C@@H](CN(C)Cc2ccc3c(c2)OCO3)Oc2c(cccc2N(C)C)C1=O	·	-9	2	-5	4	27[16.7 µM]	-3	-16
COc1ccc(S(=O)(=O)Nc2ccc3c(c2)C(=O)N([C@@H](C)CO)C[C@@H](C)[C@@H](CN(C)C(=O)CCCN(C)C)OCCCC[C@@H](C)O3)cc1	-16	-11	·	-1	-25	6[16.7 µM]	-7	1

Screening data from PubChem.
